EBI2 antag = blocks human EBI2 receptor beta-arrestin signaling | EBI2 beta-arrestin recruitment, luminescence, 7a,25-OHC stimulated | inhibition, % at 5 µM | 360,000 tested, 0.81% active; in the data active = inhibition above about 38%;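 also: enzyme fragment complementation signal reports receptor beta-arrestin coupling in cells; 0% = agonist plus DMSO wells and 100% = wells without agonist; some results beyond the cut were filed as inactive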
Target sequence (P32249 whole entry, looked up, the tested form may be a part): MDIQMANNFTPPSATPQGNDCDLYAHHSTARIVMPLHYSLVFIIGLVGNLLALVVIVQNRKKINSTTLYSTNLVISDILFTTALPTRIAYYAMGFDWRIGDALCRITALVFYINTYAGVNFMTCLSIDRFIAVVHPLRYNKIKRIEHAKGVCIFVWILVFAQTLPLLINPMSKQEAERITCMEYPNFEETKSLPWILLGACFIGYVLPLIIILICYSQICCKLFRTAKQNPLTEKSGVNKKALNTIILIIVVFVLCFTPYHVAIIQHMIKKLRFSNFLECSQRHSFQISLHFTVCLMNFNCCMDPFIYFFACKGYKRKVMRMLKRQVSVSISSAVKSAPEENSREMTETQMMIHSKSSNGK
CCR6 antag = blocks CCL20-driven beta-arrestin recruitment at human CCR6 | P51684 | CHO-K1 CCR6 PathHunter beta-arrestin, luminescence, CCL20-stimulated | inhibition, % at 20 µM | 340,000 tested, 0.49% active;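 active = compounds whose inhibition of the agonist-driven luminescence signal at 20 µM reaches about 50%, limit read from the data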;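 also: cells stimulated with CCL20 at 14 nM final; plate controls were DMSO with CCL20 for no effect and DMSO without agonist for full effect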
APJ antagonist = antagonists of human APJ apelin receptor | P35414 | CHO-K1 APJ beta-arrestin complementation, luminescence | inhibition, % at 20 µM | 330,000 tested, 0.32% active | AID 2521;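 active = inhibition above about 40% at 20 µM, limit read from the data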;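 also: cells challenged with 10 nM apelin-13 agonist together with compound; plate controls were apelin-13 plus DMSO wells for no effect and DMSO wells lacking apelin-13 for full effect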
CXCR6 block = CXCR6 (human) receptor inhibition; O00574; CHO-K1 PathHunter CXCR6 beta-arrestin, luminescence; inhibition, % at 20 µM; 360,000 tested, 0.36% active; in the data active = inhibition above about 34%, passing the limit was not always enough;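 also: antagonist mode with CXCL16 agonist at 10 nM final; 0% = 10 nM CXCL16 with DMSO and 100% = unstimulated wells without agonist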
Target sequence (O00574 whole entry, looked up): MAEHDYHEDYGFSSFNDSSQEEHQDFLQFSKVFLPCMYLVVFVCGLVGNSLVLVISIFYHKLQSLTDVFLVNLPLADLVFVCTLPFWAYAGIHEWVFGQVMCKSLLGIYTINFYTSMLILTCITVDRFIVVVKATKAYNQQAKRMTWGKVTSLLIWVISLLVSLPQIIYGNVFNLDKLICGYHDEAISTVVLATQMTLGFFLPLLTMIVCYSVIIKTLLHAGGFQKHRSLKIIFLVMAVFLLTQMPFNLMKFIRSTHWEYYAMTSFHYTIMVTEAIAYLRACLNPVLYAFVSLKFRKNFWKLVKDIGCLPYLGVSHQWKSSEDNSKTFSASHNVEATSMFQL
Gli-Sufu antag = Gli-Sufu pathway antagonism. Sufu-KO-LIGHT fibroblasts, Gli luciferase reporter luminescence. inhibition, % at 5 µM. 340,000 tested, 0.74% active. AID 588413;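 active = inhibition above about 55%, limit read from the data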;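 also: 0% = DMSO-treated cells and 100% = wells with medium but no cells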
APJ ag = APJ receptor agonism | activation, % at 20 µM | 330,000 tested, 0.11% active | P35414 | AID 2520 | CHO-K1 APJ PathHunter beta-arrestin, luminescence; 0% DMSO wells, 100% apelin;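 active = activation more than six SD over the plate average, tested at 20 µM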;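 also: 0% = DMSO alone and 100% = apelin-13 at 10 nM; some results filed as inactive read as strong as hits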
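Assay system: engineered CHO-K1 APJ arrestin reporter cells; Amount: 1000 CHO-K1 reporter cells seeded per well; Dosing: one dose, 20 µM compound, 1% DMSO; Times: compound stimulation 90 min at 25 °C, detection 60 min; Measured by: luminescent beta-gal fragment complementation, chemiluminescent substrate; Read-out: APJ–arrestin association signal; Controls: DMSO vs Apelin-13 10 nM.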
ATG4B inh = ATG4B (human) cysteine protease inhibition; Q9Y4P1; 340,000 tested, 0.51% active; inhibition, % at 8.33 µM; AID 504462; ATG4B cleavage of LC3-PLA2, NBD-HPC fluorescence, 1 h; in the data active = inhibition above about 40%
Target sequence (Q9Y4P1 whole entry, looked up): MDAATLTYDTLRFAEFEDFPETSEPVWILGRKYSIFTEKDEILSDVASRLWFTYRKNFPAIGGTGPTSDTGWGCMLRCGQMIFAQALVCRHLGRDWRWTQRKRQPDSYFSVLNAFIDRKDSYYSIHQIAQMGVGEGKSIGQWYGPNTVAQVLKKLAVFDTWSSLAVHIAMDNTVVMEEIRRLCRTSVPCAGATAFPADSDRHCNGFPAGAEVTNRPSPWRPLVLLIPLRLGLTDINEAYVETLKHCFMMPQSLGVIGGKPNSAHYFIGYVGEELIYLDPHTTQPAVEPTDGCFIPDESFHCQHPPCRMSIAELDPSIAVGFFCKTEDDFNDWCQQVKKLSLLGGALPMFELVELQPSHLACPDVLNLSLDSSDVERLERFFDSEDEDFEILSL
UBC13 polyUb = blocks human UBC13 polyubiquitin chain formation | TR-FRET | inhibition, % at 20 µM | 330,000 tested, 0.47% active | AID 485273; in the data active = inhibition above about 45%, passing the limit was not always enough; inconclusive = no clear call, values can overlap the other calls
The depositor's hits bear a star; ? = inconclusive; / = not tested or not shown. The order is random; about 3% have a hit in one of these screens.

SMILES	EBI2 antag	CCR6 antag	APJ antagonist	CXCR6 block	Gli-Sufu antag	APJ ag	ATG4B inh	UBC13 polyUb
Cc1ccnc(NC(=O)CCC(=O)N(CC(=O)NC2CCCCC2)c2cccc(C)c2C)c1	9	3	10	6	5	-1	1	8
COc1cc(OC)c(OC)cc1/C=N/NC(=O)CC1C(=O)NN=C1C (stereo not drawn)	-13	6	5	-5	4	-4	0	2
O=C(NCCCN1CCOCC1)/C(=C/c1cccnc1)NC(=O)c1ccccc1	-3	7	-4	-9	0	-1	2	-10
CC1(C)SC(=S)N(NC(=O)Nc2ccccc2)C1N(O)C(=O)Nc1ccccc1 (stereo not drawn)	6	-10	-1	-7	-5	10	-15	0
N#Cc1cn(CC(=O)N2CCc3ccccc3C2)c2ccccc12	-12	-8	2	4	19	-3	-1	0
CC(C)NC(=S)N/N=C/c1ccccc1[N+](=O)[O-]	5	7	-1	-5	26	-2	4	11
Cn1ncc(C#N)c1/N=C/N1CCOCC1	-2	-9	7	-2	-3	-1	-12	-14
CCOc1ccc(NC(=NCc2ccc3c(c2)OCO3)SC2CC(=O)N(c3ccc(C(=O)O)cc3)C2=O)cc1 (stereo not drawn)	-4	2	18	5	13	-1	21	-15
CCOC(=O)C(C)/C(C)=N/NC(=O)c1cc2ccccc2cc1O (stereo not drawn)	-9	-16	-9	-9	-12	3	-9	2
COc1ccccc1CNC(=O)COC(=O)c1ccccc1-c1ccccc1	3	21	2	-4	1	-4	10	-4
CN(C)c1nc(Oc2ccc(=O)[nH]n2)nc(N2CCOCC2)n1	-3	-1	-7	-4	4	-2	5	4
COc1cccc(CN2CCN(c3ncccn3)CC2)c1	-6	9	16	3	5	0	-7	-12
COc1ccc(CNc2ncc(-c3cccc([N+](=O)[O-])c3)n2C)c(OC)c1OC	-4	18	25	-2	11	-3	2	?
Cc1ccc(S(=O)(=O)NCCC(=O)NCc2ccccn2)cc1	-5	-1	-6	1	-1	1	0	-6
COc1ccc(NC2CS(=O)(=O)CC2OC(=O)c2ccc(F)cc2)cc1 (stereo not drawn)	-4	-4	0	-10	2	-2	4	3
O=C(CN1CCCN(S(=O)(=O)c2ccc(Br)s2)CC1)Nc1ccc(Cl)cc1	42	28	4	-2	2	1	-18	4
NC(N)=NC(=O)c1nc(Cl)c(N2CCCCCC2)nc1N	-7	13	8	7	-40	2	5	1
CCOC(=O)c1c(N)n(-c2ccc(N)cc2)c2nc3ccccc3nc12	-8	18	16	4	-6	2	-11	-97
CCOC(=O)c1sc(C)c2c1NC1(CCCCCC1)NC2=O	-1	-5	19	6	18	-2	-7	18
COc1cccc(N2CCN(S(=O)(=O)c3ccc4c(c3)NC(=O)CS4)CC2)c1	9	1	2	5	-7	9	-10	-1
CN(C)[C@@H](CO)c1nnc([C@H](CC(=O)O)NC(=O)C2CCNCC2)o1	-10	7	-63	1	-6	6	-4	6
CCOC(=O)Cc1csc(NC(=O)c2cccc(OC)c2)n1	4	7	-10	-4	-3	0	-12	-2
CC(C)(C)OC(=O)N1CCC[C@H]1c1nnc(SCC(=O)Nc2cccc(Cl)c2)o1	-5	8	18	-14	-5	1	-5	0
COc1cc(C(=O)Nc2ccc(OCC(=O)N3CCOCC3)cc2C)cc(OC)c1OC	-4	10	-1	-8	-7	1	3	2
COc1ccc(NC2=CC(=O)CC(C)(C)C2)cc1OC	-6	-12	7	-4	0	-3	5	-14

Some entries already given, reduced to CCR6 antag and ATG4B inh:
Compound	CCR6 antag	ATG4B inh
CN(C)[C@@H](CO)c1nnc([C@H](CC(=O)O)NC(=O)C2CCNCC2)o1	7	-4
Cn1ncc(C#N)c1/N=C/N1CCOCC1	-9	-12
CCOC(=O)Cc1csc(NC(=O)c2cccc(OC)c2)n1	7	-12

The results go on.
SMILES	EBI2 antag	CCR6 antag	APJ antagonist	CXCR6 block	Gli-Sufu antag	APJ ag	ATG4B inh	UBC13 polyUb
COc1ccc(N(CC(=O)N/N=C(\C)c2ccc(OC)c(OC)c2)S(=O)(=O)c2ccccc2)cc1	-3	8	3	1	11	-1	-20	-2
CCCCCCC(=O)N/N=C(\C)Cc1ccccc1	-18	16	9	-2	-1	-2	-5	-9
CCN(CC)CCNC(=O)c1ccc(NC(=O)c2cccc(S(=O)(=O)N3CCc4ccccc43)c2)cc1	-10	29	1	-10	26	19	-23	15
CN(C)/N=C/c1ccc(P(c2ccc(/C=N/N(C)C)o2)c2ccc(/C=N/N(C)C)o2)o1	7	21	4	21	8	-2	7	1
Nc1nc2n(n1)C(=O)CC(c1ccccc1)N2 (stereo not drawn)	-8	11	11	-4	-4	-3	2	4
CC(C)(C)NC(=O)C(c1cccs1)N(C(=O)c1csnn1)c1ccccc1F (stereo not drawn)	5	7	9	-2	4	-4	-3	3
Cn1c(CNC(=O)C(Cc2ccccc2)NC(=O)c2ccccc2)cc(=O)n(C)c1=O (stereo not drawn)	-8	8	-1	0	1	-1	4	-9
Cc1ccc(S(=O)(=O)c2nc(NC3CCS(=O)(=O)C3)sc2Cl)cc1 (stereo not drawn)	-4	33	19	7	8	0	-8	0
Fc1ccc(Nc2nc(Oc3ccccc3F)nc(N3CCCC3)n2)cc1	-11	2	4	5	6	-4	14	6
FC(F)(F)C(Oc1nc(NC2CCCCC2)nc(N2CCOCC2)n1)C(F)(F)F	9	20	19	6	0	31	-1	34
CC(C)(C)NC(=O)Cn1c(SCC(=O)NC2CC2)nc2ccccc21	3	-14	-10	14	-7	1	-1	-2
Cc1ccc(CSc2ccc(-c3cccs3)nn2)cc1	-2	1	5	-7	-82	1	6	-4
COc1ccc(Cl)cc1NC(=O)C(C)OC(=O)c1ccc(NS(=O)(=O)c2ccc3[nH]c(=O)[nH]c3c2)cc1 (stereo not drawn)	2	7	-9	9	-6	1	13	10
O=C(COc1ccccc1)Nc1ncccn1	-5	-10	-2	0	-1	-2	-1	6
O=C(COC(=O)C1CCN(S(=O)(=O)c2cccs2)CC1)Nc1ccccc1Br	-10	12	-2	-2	-7	-4	-10	10
COc1cc(OC)c(/C=N/NC(N)=S)cc1Br	0	24	0	0	-9	-1	-4	0
CSc1nc(N(C)NC(=O)c2ccc(F)cc2)c2ccccc2n1	-4	-17	-6	1	-1	-3	-4	-2
COc1ccc(NC(=O)NCc2ccc(Cl)cc2)cc1	7	13	-2	0	6	-2	1	4
CCn1c(COc2ccccc2C)nnc1SCC(=O)N1CCC(C)CC1	4	23	6	1	-12	-4	-9	2
Cc1ccc(CNC(=O)CCSCc2ccccc2C)cc1	2	9	7	-3	9	-3	10	7
COCCN1Cc2cccc(C(=O)Nc3c(C)cc(C)cc3C)c2C1=O	3	16	1	-2	-11	-4	-8	1
CN1C(=O)/C(=C/c2ccc(O)c([N+](=O)[O-])c2)N(C)C1=S	3	57*	46*	43*	0	-8	-5	-333
Cc1ccc(NC(=O)c2ccccc2CCc2ccccc2)c(C)c1	9	7	10	-13	7	5	-7	3
Cc1ccc(NC(=O)COC(=O)C2CC3CCCC(C2)C3=O)c([N+](=O)[O-])c1 (stereo not drawn)	-13	-2	6	-8	-4	1	-39	3
Cn1c(=O)[nH]c(=O)c2c1nc(N1CCCC1)n2CC(O)COc1ccccc1 (stereo not drawn)	-5	7	-5	0	-1	4	-6	6
SMILES	EBI2 antag	CCR6 antag	APJ antagonist	CXCR6 block	Gli-Sufu antag	APJ ag	ATG4B inh	UBC13 polyUb
O=C1N(c2ccccc2)CCN1c1ccccc1	1	10	-12	-2	-103	-1	1	-6
O=C(CN1C(=O)NC(Cc2ccccc2)C1=O)NC(=O)NC1CCCCC1 (stereo not drawn)	-14	-1	4	-3	-6	-7	-13	-3
C(=N\Nc1cc(N2CCCCC2)ncn1)/c1ccco1	18	12	17	7	-62	-1	0	-10
O=C(COc1ccc(Br)cc1)NCc1cn2ccccc2n1	4	7	-32	-7	-6	-1	-5	-5
COc1cccc(NC(=O)CCNS(=O)(=O)c2ccc3c(c2)CC(C)N3C(=O)C2CC2)c1 (stereo not drawn)	5	2	-5	2	-1	13	-7	2
CC1(C)CC(N2CCCCC2)=CC(=[N+]2CCCCC2)C1	2	2	-2	-7	84*	0	2	-14
CCN1CC(CN(C)Cc2nc(-c3ccc(Cl)cc3)no2)CC1=O (stereo not drawn)	-8	-4	0	0	8	-2	5	18
COc1ccc(C(C(=O)NCCC(C)C)N(CCN2CCOCC2)C(=O)Cn2nnc3ccccc32)c(OC)c1 (stereo not drawn)	6	2	1	1	12	-5	-8	3
COCCNC(=O)c1ccc(N2CC3CC(C2)c2cccc(=O)n2C3)c(NC(=O)c2ccc(F)cc2)c1 (stereo not drawn)	-7	-14	18	-4	-7	0	-1	-10
COC(=O)c1c(NC(=O)C2CC=CCC2C(=O)O)sc(C)c1C (stereo not drawn)	10	-4	3	3	-2	-4	-5	12
Cc1cnc(C(=O)OCC(=O)Nc2oc(-c3ccccc3)c(-c3ccccc3)c2C#N)cn1	2	-4	19	2	-2	-5	-10	2
COc1ccc(CC(=O)Nc2ccc(F)c(S(=O)(=O)N3CCOCC3)c2)cc1	-10	7	/	2	23	/	-7	/
O=C(O)c1cc2nc(-c3ccccc3)cc(C(F)(F)F)n2n1	-15	12	10	4	6	4	-8	-19
Cc1ccc(CNC(=O)c2ccc([N+](=O)[O-])o2)cc1	-6	6	-19	-11	-6	12	-1	-12
Cc1n[nH]c(=O)n1-c1ccc(OCc2ccccc2)cc1	-2	7	-6	1	-38	-2	-1	3
CCCn1nc(C(=O)NCc2ccccn2)c2ccccc2c1=O	-11	-19	17	10	4	1	-9	4
O=C(COC(=O)/C=C/c1ccc(Cl)cc1Cl)NCc1ccco1	-3	7	-10	-7	0	-3	-8	-13
COc1ccc(C(=O)NCCCN(C)CCCNC(=O)c2ccc(OC)cc2)cc1	-21	9	8	3	2	-4	-2	3
Cn1c(=O)cc(Cl)[nH]c1=O	6	1	8	-7	4	0	5	-6
O=C(Nn1c(Cc2ccccc2)nc2ccccc2c1=O)c1c(O)c2cccc3c2n(c1=O)CCC3	5	12	5	-2	-1	-3	-6	13
Cc1cc(N2CCCC2)nc2ccccc12	3	10	-9	-7	12	-2	0	-4
COc1cccc(/C=N/NC(=O)CCCC(=O)NC2CCCCC2)c1	-2	1	1	-19	4	1	8	-9
O=C(NCCc1ccccc1)C1CCCN1S(=O)(=O)c1ccc(F)cc1 (stereo not drawn)	-5	-4	19	-3	-8	-2	2	-2
O=C1C=C(c2cc(Cl)cc(Cl)c2)C[C@@H](c2ccc3c(c2)OCO3)C1	29	2	9	1	14	-3	-5	-12
Oc1ccc(/C=N/N2CCCCC2)c(O)c1O	-17	4	-30	-21	-9	2	0	8
O=C(NCc1ccncc1)C1CCN(S(=O)(=O)c2ccccc2)CC1	1	7	-3	-8	-11	7	-2	-2
O=C1C2C(C(=O)N1/N=C/c1ccc(N3CCCCC3)o1)C1C=CC2C12CC2 (stereo not drawn)	-8	11	26	3	4	-4	-2	-18
COC(=O)CC(C(=O)Nc1cc(C(=O)OC)cc(C(=O)OC)c1)N1CCN(C)CC1 (stereo not drawn)	-6	-18	-8	11	-4	-3	5	-1
N#CCCN1CCN(C2=NC(=O)C(=C3CCCCC3)S2)CC1	-7	8	18	-5	1	-2	-2	-3

Arranged by the number under APJ antagonist (low to high): some entries from above.
Structure	EBI2 antag	CCR6 antag	APJ antagonist	CXCR6 block	ATG4B inh	UBC13 polyUb
Cc1ccc(S(=O)(=O)NCCC(=O)NCc2ccccn2)cc1	-5	-1	-6	1	0	-6
Cn1c(=O)[nH]c(=O)c2c1nc(N1CCCC1)n2CC(O)COc1ccccc1 (stereo not drawn)	-5	7	-5	0	-6	6
CC1(C)CC(N2CCCCC2)=CC(=[N+]2CCCCC2)C1	2	2	-2	-7	2	-14
Fc1ccc(Nc2nc(Oc3ccccc3F)nc(N3CCCC3)n2)cc1	-11	2	4	5	14	6
Cn1ncc(C#N)c1/N=C/N1CCOCC1	-2	-9	7	-2	-12	-14
C(=N\Nc1cc(N2CCCCC2)ncn1)/c1ccco1	18	12	17	7	0	-10

Screens deposited in PubChem by Sanford-Burnham Center for Chemical Genomics.
